PAX8 reporter = inhibitors of PAX8-driven TPO luciferase reporter, primary screen, RMG-I cells, single concentration | inhibition, % at 12.6 µM | SteadyGlo, 24 h | AID 652154, 2013 | 360,000 tested, 1.2% active;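 active means mean replicate inhibition at least 60% with every replicate also reaching 60%; inconclusive means only one of the two criteria is met; inactive means mean below 60% and not all replicates reaching 60%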;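 further: luciferase light reporting Pax8 driven TPO promoter activity; plate controls were median of neutral control wells for no effect and mitoxantrone controls for full effect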
FN deposition inh = inhibitors of fibronectin matrix deposition, primary screen, AH1F cells, Alexa488-fibronectin fluorescence, plate reader. AH1F fibroblasts, overnight. inhibition, % at 12.6 µM. 350,000 tested, 0.086% active. AID 743247, 2014;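 active means mean inhibition across replicates of 30% or more, regardless of how many single replicates reach that level; inconclusive means mean under 30% yet at least half of replicates reach 30%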;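 further: positive control wells lacked labelled fibronectin entirely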
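Test system: AH1F fibroblast monolayer depositing Alexa488-labelled fibronectin into matrix. Input: 10000 cells per well. Technique: fluorescence, ex 485 nm, em 525 nm. Buffer or medium: DMEM plus 2% serum, read in PBS. Timing: 1 h cell adhesion before compound, then overnight fibronectin incubation. Compound: single dose, pinned. Read-out basis: inhibition from reduced deposited-fibronectin fluorescence.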
miR122 inh = miR-122 Renilla sensor signal increase in Huh7, primary screen, miR-122 inhibitor project, cell-based, single point, plate reader; Huh7 miR-122 Renilla luciferase sensor, 48 h; neutral wells = 0, positive control = 100; activation (reporter increase), % at 12.5 µM; 340,000 tested, 0.3% active; AID 602342, 2012;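 active means mean replicate activation score at least 90 and every replicate individually at or above 90; inconclusive means only one of the two criteria met; inactive means neither criterion met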;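 further: higher luciferase means less miR-122 activity so hits act as miR-122 inhibitors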
DENV2 CPE = inhibitors of DENV2 cytopathic effect, primary screen, cell-based, plate reader, single concentration. DENV2-infected cells, cytopathic effect rescue. CPE inhibition, % at 9.99 µM. 350,000 tested, 1.7% active. AID 651640, 2012; in the data active means CPE inhibition above about 20%, passing the limit was not always enough; inconclusive means no clear call, values can overlap the other calls; tested in BHK-21 cells;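 further: 0% = median of neutral control wells and 100% = median of positive control wells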
CFTR F508del cor = F508del CFTR correction, initial screen, CFBE line, single point | activity (quench increase), % at 7.58 µM | CFBE cells, YFP halide quenching; stimulated with forskolin plus potentiator P3; % fluorescence drop versus neutral controls | AID 720511, 2013 | 350,000 tested, 0.36% active;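 active means mean added fluorescence quench of at least 8% versus neutral control, with both replicates also reaching 8%; inconclusive means only one of the mean or replicate conditions met; inactive means mean below 8% and not both replicates reaching 8%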;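 further: cells transiently co-express mutant CFTR-F508del with the halide-sensitive YFP; corrector assay measuring rescue of mutant channel to the surface after 24 h compound exposure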
GSIS activator = GLuc luminescence reporter in INS-1E cells, primary screen for activators of glucose-dependent secretion of insulin; INS-1E GLuc reporter insulin secretion, 2-3 h; activation, % at 16.6 µM; 370,000 tested, 0.61% active;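 active means lowest replicate activation of at least 40%, so every replicate reaches that level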;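 further: 0% = median of neutral control wells and 100% = median of IBMX positive control wells; some compounds called inactive have numbers as strong as hits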
EWS-Fli block = EWS/Fli-driven NR0B1 reporter inhibitors, primary screen, A673 cells, NR0B1 luciferase, luminescence, MLPCN library; viability-normalised; inhibition, % at 12.6 µM; 350,000 tested, 0.67% active; AID 651661, 2012;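 active means mean inhibition of at least 50% after viability correction, with every replicate also passing that limit; inconclusive means mean reaches 50% but only one of two replicates passes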;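 further: firefly luciferase signal divided by Alamar Blue viability fluorescence both relative to DMSO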
* = called active by the depositor; ? = inconclusive; · = no result given; [ ] = remark or other dose.

SMILES	PAX8 reporter	FN deposition inh	miR122 inh	DENV2 CPE	CFTR F508del cor	GSIS activator	EWS-Fli block
COc1cccc(C(=O)Oc2cc(C)[nH]c(=O)c2[N+](=O)[O-])c1OC	3	0	7	101*	0.4	12	-9
CC1(C(=O)NCCCNc2ncc(C(F)(F)F)cc2Cl)C=CCN1C(=O)c1ccccc1 (stereo not given)	-48	-2	-3	2	0.2	-35	-29
O=C(NCc1ccc(Cl)cc1)C1CCC(CNc2c(N3CCOCC3)c(=O)c2=O)CC1 (stereo not given)	11	11	-5	-1	2.8	-17	3
O=C(CNC(=O)c1cccnc1)N/N=C/c1cccnc1	-36	3	3	-1	2.7	5	-16
CC1(C)CC(=O)C2=C(C1)N(c1ccc(F)cc1)C(=O)CC2c1cccnc1 (stereo not given)	-2	2	-4	8	0.6	-1	-1
NC(=O)N1CCc2ccccc21	1	-10	·	-5	-0.2	11	-8
COc1ccc2c3c(n(C)c2c1)[C@@H](CO)N(C)CC31CN(CC2CC2)C1	-7	5	·	-1	0.1	2	-11
CC(C)Oc1cc(NC(=O)CS(=O)CC(=O)N(C)C)c(Cl)cc1Cl (stereo not given)	-16	-2	-3	-4	3.5	9	5
CC1CN(C(=O)c2ccccc2)C(=Nc2cccc(S(=O)(=O)N(C)C)c2)S1 (stereo not given)	25	3	6	·	·	-10	·
O=C1NCN(CCO)CN1	-17	5	·	-3	0.7	16	-1
COCCOC1CCN(C(=O)C2CCC(=O)N(Cc3cccc(F)c3)C2)CC1 (stereo not given)	0	8	-5	-4	-1.8	14	-4
CCOC(=O)C1C(=O)N(O)CC1c1cccc(Oc2ccccc2)c1 (stereo not given)	-7	-7	3	-1	0.2	22	0
Cc1cc(NCC(C)C)n2ncnc2n1	5	-7	-2	·	·	·	·
C(#Cc1ccccc1)C[N+]1(CC#Cc2cccc3ccccc23)CCCC1	63*	-1	·	4	-3.6	-21	8
C[C@H]1CN([C@@H](C)CO)C(=O)c2cccc(NS(=O)(=O)c3ccccc3)c2O[C@@H]1CN(C)C(=O)Nc1ccc(C(F)(F)F)cc1	-17	·	60[16.7 µM]	-2	-2.7	-9	-6
CN(C(=O)COc1ccccc1)C1CCS(=O)(=O)C1 (stereo not given)	22	0	·	0	-0.7	2	-3
NC(=O)COC(=O)c1ccc(Cl)c(S(=O)(=O)N(Cc2ccccc2)c2ccc(Cl)cc2)c1	22	-3	·	8	2.8	-12	-3
Cc1cc(CNC(=S)Nc2cccc(Cl)c2Cl)nn1C	8	-27	·	·	1.6	-13	1
Cc1cc(C)c(C(N)=O)c(NC(=O)Nc2ccccc2)n1	-3	-12	0	·	·	·	·
COc1ccc(C(CC(=O)Nc2cc(OC)cc(OC)c2)n2cccc2)cc1 (stereo not given)	8	5	·	·	·	-15	·
CN(C(=O)COc1ccc(Cl)cc1Cl)C1(C)CCS(=O)(=O)C1 (stereo not given)	2	·	2	-4	-2.5	-8	0
CC12CCCCC1=CC(=O)CC2 (stereo not given)	-4	-10	-9	-8	3.2	5	3
CCN1C(=O)[C@H]2[C@@H](c3ccc(C)cc3)N3C(=O)N(c4cccc(F)c4)C(=O)[C@@]3(C)[C@H]2C1=O	-3	-2	·	·	1.5	8	-1
COC(=O)CCc1ccc(OCC(O)CNC(C)C)cc1 (stereo not given)	4	·	2	4	3.6	4	0
CNC(=O)COC(=O)COc1ccc2c(C)cc(=O)oc2c1	5	·	-2	2	-1.5	2	8
C[C@H](CO)N1C[C@H](C)[C@@H](CN(C)C(=O)NC2CCCCC2)Oc2c(NC(=O)Nc3cccc4ccccc34)cccc2C1=O	5	·	31[16.7 µM]	·	-0.7	10	4
C[C@H]1CN([C@@H](C)CO)C(=O)c2cc(-c3ccc(C#N)cc3)cnc2O[C@@H]1CN(C)CC1CCOCC1	-3	·	-2[16.7 µM]	5	0.2	10	-19
COc1cccc(CNC(=O)[C@H]2[C@H](CO)[C@H]3Cn4c(ccc(-c5ccncc5)c4=O)[C@H]3N2C)c1	·	·	·	138*	·	5	0
C[C@@H]1CCCCO[C@H](CN(C)C(=O)CCC(F)(F)F)[C@@H](C)CN([C@H](C)CO)C(=O)c2cc(NS(=O)(=O)c3ccc(F)cc3)ccc2O1	-25	2	12[16.7 µM]	-9	-1.4	9	12
COc1ccccc1NC(=S)NC(=O)/C=C/c1ccco1	34	-2	·	·	·	-10	·
CCc1cc[n+](CC(=O)Nc2ccc(Cl)cc2Cl)cc1	18	-20	7	5	-1.7	15	2
C[C@@H](NC(=O)C[C@H]1CC[C@H]2[C@H](COc3ccc(NS(=O)(=O)c4ccc(Cl)cc4)cc3C(=O)N2C)O1)c1ccccc1	27	1	32[16.7 µM]	-5	-3.8	-7	14
CC(C)C(=O)Nc1cccc(NC(=O)c2cccc(F)c2)c1	11	5	-1	-1	-1.9	16	3
CCN1C(=O)[C@H]2[C@H]3CN=C(SCc4ccccc4)N3[C@@](CC)(C(=O)OC)[C@H]2C1=O	-11	4	-7	13	2.7	-3	-81
COc1ccc(S(=O)(=O)Cc2ccc(C(=O)NCCc3ccc(S(N)(=O)=O)cc3)o2)cc1	-15	-3	0	3	3.3	-12	-3
NC(=O)c1oc2ccccc2c1NC(=O)Cc1ccccc1	-6	6	-2	9	-3.5	9	4

Quoted from the listing (2 entries):
SMILES	PAX8 reporter	FN deposition inh	miR122 inh	DENV2 CPE	CFTR F508del cor	GSIS activator	EWS-Fli block
CNC(=O)COC(=O)COc1ccc2c(C)cc(=O)oc2c1	5	·	-2	2	-1.5	2	8
C[C@H](CO)N1C[C@H](C)[C@@H](CN(C)C(=O)NC2CCCCC2)Oc2c(NC(=O)Nc3cccc4ccccc34)cccc2C1=O	5	·	31[16.7 µM]	·	-0.7	10	4

The results go on.
SMILES	PAX8 reporter	FN deposition inh	miR122 inh	DENV2 CPE	CFTR F508del cor	GSIS activator	EWS-Fli block
CC1CC1C(=O)Nc1cc(S(=O)(=O)N2CCOCC2)ccc1N1CCCC1 (stereo not given)	6	-6	·	5	-0.9	-6	3
O=C(C[C@H]1C[C@H]2c3cc(NC(=O)C4CCC4)ccc3O[C@H]2[C@H](CO)O1)NC1CCCCC1	7	8	5[16.7 µM]	0	-2.2	8	-5
O=C(O)CCN1CCc2ccccc2C1c1ccncc1 (stereo not given)	-1	7	3	?	-1.1	13	·
O=C(CNC(=S)N(CCCN1CCOCC1)Cc1cccs1)NCc1ccccc1	7	0	-3	-1	0.4	3	·
CC(C)CC(=O)c1c(O)cc(O)c2c1OC1=C(C(=O)C(C)(C)C(=O)C1(C)C)C2CC(C)C (stereo not given)	-10	-5	·	?	-1.8	·	20
CNC[C@H]1Oc2cc(C#CCC(C)C)ccc2S(=O)(=O)N([C@H](C)CO)C[C@@H]1C	·	0	5[16.7 µM]	1	-4.8	-11	3
CC1Oc2ccccc2N(CC(=O)NC2CC2)C1=O (stereo not given)	0	-4	·	2	-0.5	5	4
C[C@H](CO)N1C[C@H](C)[C@H](CN(C)Cc2ccccn2)Oc2ncc(C#CCc3ccccc3)cc2C1=O	·	-30	6[16.7 µM]	7	2.7	-2	-3
CCOc1ccc(/C=N/Nc2ccccn2)cc1	-122	2	·	5	4.1	·	-14
COc1ccc(CCNC(=O)C2CC3Cn4c(nc5cc6ccccc6cc54)C3N2C)cc1 (stereo not given)	17	-9	1	0	-2.0	-2	1
CC(=O)N(C)C[C@@H]1Oc2ncc(C#Cc3cccc(F)c3)cc2C(=O)N([C@@H](C)CO)C[C@H]1C	·	3	0[16.7 µM]	2	2.9	10	5
O=C(CCCN1C(=O)/C(=C/c2cccs2)SC1=S)Nc1ccccn1	30	·	·	7	-0.8	2	3
Cc1ccc(S(=O)(=O)N(C)C[C@H]2Oc3ccc(N(C)C)cc3C(=O)N([C@H](C)CO)C[C@H]2C)cc1	-18	·	24[16.7 µM]	-7	2.0	8	·
CC(C)c1cccc(C(C)C)c1NC(=O)COC(=O)C1CCC1	-10	0	·	?	0.8	24	-3
CCOC(=O)c1nn(-c2ccccc2)c(C)c1C(C)=O	-2	1	0	·	·	·	·
Cc1cccc(N(C)C(=O)C2CCCN2S(=O)(=O)c2cccc3nsnc23)c1 (stereo not given)	12	-2	-2	-4	0.1	28	-4
CCN(C[C@H]1N[C@@](C)(C(=O)OC)[C@H]2C(=O)N(Cc3ccccc3)C(=O)[C@@H]12)C(=O)NC(C)C	5	-2	-1	-4	0.5	28	-1
Cc1ccc(S(=O)(=O)N2CCN(C(=O)COC(=O)CCOc3ccccc3C)CC2)cc1	-8	10	0	6	1.5	-13	2
O=C(Nc1ccc(Cl)cc1Cl)c1ccc2c(c1)OCCO2	-151	-14	-2	-1	-2.5	15	-9
COc1ccc(CNCC(=O)Nc2ccccc2-n2cccc2)cc1	29	0	·	-6	10*	0	21
C[C@@H]1CN([C@@H](C)CO)C(=O)c2cccc(NS(C)(=O)=O)c2O[C@H]1CN(C)S(=O)(=O)c1ccc(Cl)cc1	·	·	-31[16.7 µM]	-6	-1.5	1	-9
C[C@@H]1CN([C@H](C)CO)C(=O)c2cc(C#Cc3ccccc3F)cnc2O[C@H]1CN(C)C(=O)Cc1cccnc1	·	·	·	-9	-1.9	-8	1
COc1ccc2[nH]c3c(c2c1)CCN1C(=O)C(CC(=O)NCCC2=CCCCC2)C[C@H](C(=O)N2CCCCC2)[C@@]31CCc1ccccc1 (stereo not given in full)	8	·	0	-10	-1.1	23	-1
COc1ccc2c3c(n(C)c2c1)[C@@H](CO)N(C(=O)Nc1ccc(F)cc1)CC31CCN(S(=O)(=O)c2cccc(C)c2)CC1	81*	12	·	-3	2.2	21	-1
S=C1NC[C@H](c2ccccc2)N1CC1CCCCC1	5	0	44	-3	-0.4	-19	4
Cn1c(=O)c2c(nc(SCCN3CCOCC3)n2Cc2cccc3ccccc23)n(C)c1=O	15	0	2	·	·	·	·
COc1ccc(S(=O)(=O)N(C)C[C@@H]2Oc3ccc(NS(=O)(=O)c4ccc(Cl)cc4)cc3C(=O)N([C@@H](C)CO)C[C@H]2C)cc1	·	·	0[16.7 µM]	10	0.7	-5	-2
C[C@H](CO)N1C[C@H](C)[C@H](CN(C)C(=O)Nc2cccc3ccccc23)Oc2c(NC(=O)c3nc4ccccc4s3)cccc2C1=O	·	11	-1[16.7 µM]	3	-2.4	-3	-12
NS(=O)(=O)c1ccc(NC(=O)CCc2ccccc2)cc1	·	-1	1	·	·	-6	·
CC(C)C#Cc1ccc([C@H]2[C@@H](CO)N3C(=O)CN(C(=O)NC4CCCCC4)C[C@H]23)cc1	0	-7	·	9	-2.6	-9	-6
C[C@@H]1CN([C@H](C)CO)C(=O)Cc2cc(N(C)C)ccc2O[C@H]1CN(C)C(=O)Nc1ccc2c(c1)OCO2	-13	-12	-5[16.7 µM]	0	-0.2	9	-9
O=C(Cc1cccs1)N/N=C/C=C/c1ccccc1	107*	10	-1	16	·	5	-5
CC(C)[C@H](C)NC(=O)N(C)C[C@@H]1OCc2ccccc2-c2c(n(C)c3ccccc23)C(=O)N([C@@H](C)CO)C[C@H]1C	·	3	·	0	-0.8	-29	-2
Cc1ccccc1S(=O)(=O)NCC[C@H]1CC[C@H](NC(=O)C2CCC2)[C@@H](CO)O1	6	·	·	-8	-1.3	5	11
NC(=O)c1ccsc1NC(=O)CSc1nncs1	-1	2	·	-7	-0.4	14	-7

Source: PubChem BioAssay
